GLD-1 RNA inh: GLD-1-TGE RNA interaction inhibition (C. elegans). Q17339. purified GLD-1 + fluorescein TGE RNA, fluorescence polarization. inhibition, % at 5.96 µM. 320,000 compounds, 0.44% hits;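 active means percent inhibition above a per-plate cutoff, the plate mean of test compounds plus 3 SD, cut at about 30% in these data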;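 further: 0% = DMSO wells with GLD-1 and probe and 100% = wells lacking GLD-1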
BCLXL inh: Bcl-xL (human) inhibition; 320,000 compounds, 0.7% hits; GST-Bcl-xL / FITC-Bim BH3 peptide fluorescence polarization; Q07817; inhibition, % at 10.9 µM; AID 2129;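 active means inhibition above the mean of all tested compounds plus 3 SD, cutoff set per campaign, cut at about 30% in these data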;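 further: 0% = DMSO wells and 100% = unlabeled Bim-BH3 peptide competitor; inhibitors lower millipolarization by displacing the labeled peptide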
Target sequence (Q07817 whole entry, looked up): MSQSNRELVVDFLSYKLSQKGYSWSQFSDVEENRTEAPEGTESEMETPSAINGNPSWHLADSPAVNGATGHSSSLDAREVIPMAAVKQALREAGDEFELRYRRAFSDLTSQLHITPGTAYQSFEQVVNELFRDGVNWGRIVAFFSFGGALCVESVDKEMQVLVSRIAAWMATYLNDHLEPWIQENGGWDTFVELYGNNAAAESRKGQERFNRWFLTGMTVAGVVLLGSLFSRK
AHR act: activates the human aryl hydrocarbon receptor. AHR-responsive luciferase reporter cells, luminescence. 320,000 compounds, 2.5% hits. P35869. activation, % at 5 µM; in the data active means activation above about 47%;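 further: 0% = vehicle wells and 100% = reference agonist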
Fam108B counter: counter-screen for RBBP9 inhibitors: inhibitors of mouse Fam108B; recombinant Fam108B, FP-Rh probe fluorescence polarization; inhibition, % at 9.51 µM; AID 1947; 300,000 compounds, 0.33% hits;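 active means inhibition above the screen mean inhibition plus 3 SD, computed separately per campaign, cut at about 18% in these data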;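 further: inhibitors lower polarization as less probe binds the enzyme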
MEX-5 binding: C. elegans MEX-5 TCR-2 RNA binding activity; Q9XUB2; MEX-5/FITC-TCR2 RNA binding, fluorescence polarization; active compounds read low; activity score (negative = inhibition of binding), % at 10 µM; 300,000 compounds, 0.38% hits; AID 1832;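 active means inhibition past about -25% in most replicates, and total fluorescence under double the plate's negative control median, limit read from the data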;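 further: 0% = DMSO and -100% = 5 µM competing unlabeled TCR2 RNA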
PAFAH1B2 FP inh: blocks human PAF acetylhydrolase 1b catalytic subunit 2. inhibition, % at 3.39 µM. 340,000 compounds, 1.2% hits. P68402. recombinant PAFAH1B2, FP-rhodamine activity probe, fluorescence polarization. AID 492953;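 active means inhibition above the mean of all tested compounds plus 3 SD, cut at about 24% in these data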;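 further: 0% = enzyme with DMSO and 100% = wells lacking PAFAH1B2; many of its hits are not listed in these tables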
Target sequence (P68402 whole entry, looked up): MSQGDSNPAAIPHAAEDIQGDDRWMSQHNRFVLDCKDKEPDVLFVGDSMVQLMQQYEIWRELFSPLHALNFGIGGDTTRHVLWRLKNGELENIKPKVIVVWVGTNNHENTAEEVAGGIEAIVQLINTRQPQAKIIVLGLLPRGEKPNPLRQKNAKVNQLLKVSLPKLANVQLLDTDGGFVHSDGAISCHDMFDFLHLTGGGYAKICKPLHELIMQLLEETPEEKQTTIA
MCL1-BIM inh: inhibitors of human MCL1 binding to BIM-BH3 peptide; Q07820; GST-MCL1 / FITC-Bim-BH3 fluorescence polarization; inhibition, % at 10.9 µM; 320,000 compounds, 0.68% hits; AID 2057;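 active means inhibition above the mean inhibition of all tested compounds plus 3 SD, set per campaign, cut at about 40% in these data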;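 further: 0% = DMSO wells and 100% = unlabeled Bim-BH3 peptide control; higher means more loss of mP so more displacement of Bim peptide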
Target sequence (Q07820 whole entry, looked up): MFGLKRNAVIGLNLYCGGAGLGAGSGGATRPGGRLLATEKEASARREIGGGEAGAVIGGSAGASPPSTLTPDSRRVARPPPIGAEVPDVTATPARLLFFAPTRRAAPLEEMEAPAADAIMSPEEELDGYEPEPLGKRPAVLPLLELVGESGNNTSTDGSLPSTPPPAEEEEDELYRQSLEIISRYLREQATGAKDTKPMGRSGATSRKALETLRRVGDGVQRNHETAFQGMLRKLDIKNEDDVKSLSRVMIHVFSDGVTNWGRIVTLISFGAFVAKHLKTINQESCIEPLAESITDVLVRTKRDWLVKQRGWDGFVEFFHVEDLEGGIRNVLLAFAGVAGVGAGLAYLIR
PME-1 inh: blocks human protein phosphatase methylesterase 1; AID 2130; recombinant PME-1, FP-Rh probe fluorescence polarization; inhibition, % at 5.9 µM; 320,000 compounds, 0.53% hits;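 active means inhibition above the campaign mean of all compounds plus 3 SD, cut at about 26% in these data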;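 further: competitive labeling of PME-1 active site by serine hydrolase directed probe; 0% = PME-1 with DMSO and 100% = wells lacking PME-1 enzyme; inhibitors block probe labeling so polarization falls and inhibition rises; many of its hits are not listed in these tables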
pPAFAH inh: inhibitors of human plasma PAF acetylhydrolase (pPAFAH); Q13093; recombinant pPAFAH, FP-rhodamine probe fluorescence polarization; inhibition, % at 3.39 µM; 330,000 compounds, 1.5% hits;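 active means inhibition above the mean inhibition across the screen plus 3 SD, cut at about 25% in these data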;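 further: inhibitors block binding of the rhodamine activity-based probe so polarization drops; 0% = enzyme with DMSO and 100% = wells lacking pPAFAH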
Numbers without * were called inactive; x = no result given; & = joins results of further samples. A portion of the library; the hit share may differ from the screen's.

#1 C/C(=N\Nc1nccnc1Cl)c1ccc(O)cc1
#2 COC(=O)c1ccc(COC(=O)CNC(=O)c2cccs2)cc1
#3 CCOC(=O)c1cnc(SCCc2ccccc2)nc1N
#4 CCCn1c(SC(C(=O)Nc2cccc(OC)c2)c2ccccc2)nc2ccccc2c1=O (configuration not stated)
#5 Cc1ccc(S(=O)(=O)N2CCC(C(=O)C3C(=O)CC(C)(C)CC3=O)CC2)cc1
#6 CCOCCCNC(=O)C(c1ccc(Cl)cc1)N1CCN(c2ccccc2)CC1 (configuration not stated)

screen / no. | 1 | 2 | 3 | 4 | 5 | 6
AHR act | 28.0 | 0.7 | 0.0 | 7.4 | -2.5 | -1.9
PME-1 inh | -1.3 | 5.8 | -5.5 | -2.3 | 0.1 | -5.6
Fam108B counter | 3.9 | 3.4 | -1.5 | -6.1 | 5.6 | 0.8
MEX-5 binding | -1.3 | -3.9 | 0.8 | 2.3 | -0.2 | -0.6
pPAFAH inh | 3.5 | 0.2 | 3.6 | -3.5 | -2.9 | 1.9
BCLXL inh | 3.5 | 1.9 | 5.0 | -1.6 | 0.3 | 1.9
MCL1-BIM inh | 4.0 | 6.6 | 5.4 | 5.6 | -1.4 | 1.2
GLD-1 RNA inh | 4.1 | 5.3 | 0.7 | 6.7 | 6.3 | 1.3
PAFAH1B2 FP inh | -2.4 | -1.8 | 7.2 | -0.2 | 2.5 | 1.2

#7 O=C(Cn1nc(C(F)F)cc1C(F)F)NNC(=S)Nc1ccc([N+](=O)[O-])cc1
#8 COCCCN1C(=O)c2[nH]nc(-c3ccccc3O)c2C1c1ccc(Cl)cc1 (configuration not stated)
#9 COc1cc(NC(=S)N2CCN(C(=O)C3CCCO3)CC2)c(OC)cc1Cl (configuration not stated)
#10 CC1CCCCC1NC(=O)c1ccc(S(=O)(=O)N2CCCC2)cc1 (configuration not stated)
#11 CC(OC(=O)CCCNC(=O)c1ccc(Cl)cc1)C(=O)N(C)Cc1ccccc1 (configuration not stated)
#12 CC1=CC2=NC(=O)/C(=C\c3cc(C)n(-c4cccc(Cl)c4)c3C)C(=N)N2O1

screen / no. | 7 | 8 | 9 | 10 | 11 | 12
AHR act | 8.9 | 20.1 | 0.9 | -3.7 | -2.6 | 1.2
PME-1 inh | -1.9 | -10.9 | 0.7 | -2.7 | 6.2 | -2.3
Fam108B counter | 0.2 | -0.7 | 6.8 | 0.7 | 1.1 | -3.8
MEX-5 binding | -1.7 | 2.4 | 0.2 | 0.0 | -1.5 | -1.3
pPAFAH inh | 5.6 | 0.6 | 2.2 | 3.2 | 3.2 | -0.3
BCLXL inh | 3.5 | 2.2 | 1.4 | 1.9 | 1.4 | -1.1
MCL1-BIM inh | 0.1 | 0.2 | 7.0 | -4.0 | -4.2 | 2.2
GLD-1 RNA inh | -7.3 | 2.1 | -1.8 | -4.5 | -10.4 | 4.8
PAFAH1B2 FP inh | 12.9 | 6.5 | 2.1 | 1.8 | 3.5 | 3.0

8 compounds already listed, sorted by count of non-hydrogen atoms, ascending:
#1 C/C(=N\Nc1nccnc1Cl)c1ccc(O)cc1
#3 CCOC(=O)c1cnc(SCCc2ccccc2)nc1N
#2 COC(=O)c1ccc(COC(=O)CNC(=O)c2cccs2)cc1
#10 CC1CCCCC1NC(=O)c1ccc(S(=O)(=O)N2CCCC2)cc1 (configuration not stated)
#12 CC1=CC2=NC(=O)/C(=C\c3cc(C)n(-c4cccc(Cl)c4)c3C)C(=N)N2O1
#7 O=C(Cn1nc(C(F)F)cc1C(F)F)NNC(=S)Nc1ccc([N+](=O)[O-])cc1
#6 CCOCCCNC(=O)C(c1ccc(Cl)cc1)N1CCN(c2ccccc2)CC1 (configuration not stated)
#4 CCCn1c(SC(C(=O)Nc2cccc(OC)c2)c2ccccc2)nc2ccccc2c1=O (configuration not stated)

screen / no. | 1 | 3 | 2 | 10 | 12 | 7 | 6 | 4
AHR act | 28.0 | 0.0 | 0.7 | -3.7 | 1.2 | 8.9 | -1.9 | 7.4
PME-1 inh | -1.3 | -5.5 | 5.8 | -2.7 | -2.3 | -1.9 | -5.6 | -2.3
Fam108B counter | 3.9 | -1.5 | 3.4 | 0.7 | -3.8 | 0.2 | 0.8 | -6.1
MEX-5 binding | -1.3 | 0.8 | -3.9 | 0.0 | -1.3 | -1.7 | -0.6 | 2.3
pPAFAH inh | 3.5 | 3.6 | 0.2 | 3.2 | -0.3 | 5.6 | 1.9 | -3.5
BCLXL inh | 3.5 | 5.0 | 1.9 | 1.9 | -1.1 | 3.5 | 1.9 | -1.6
MCL1-BIM inh | 4.0 | 5.4 | 6.6 | -4.0 | 2.2 | 0.1 | 1.2 | 5.6
GLD-1 RNA inh | 4.1 | 0.7 | 5.3 | -4.5 | 4.8 | -7.3 | 1.3 | 6.7
PAFAH1B2 FP inh | -2.4 | 7.2 | -1.8 | 1.8 | 3.0 | 12.9 | 1.2 | -0.2

Complete entries, quoted from the list. Screens in order: AHR act, PME-1 inh, Fam108B counter, MEX-5 binding, pPAFAH inh, BCLXL inh, MCL1-BIM inh, GLD-1 RNA inh, PAFAH1B2 FP inh
CC(OC(=O)CCCNC(=O)c1ccc(Cl)cc1)C(=O)N(C)Cc1ccccc1 (configuration not stated) reads -2.6, 6.2, 1.1, -1.5, 3.2, 1.4, -4.2, -10.4, 3.5
Cc1ccc(S(=O)(=O)N2CCC(C(=O)C3C(=O)CC(C)(C)CC3=O)CC2)cc1 reads -2.5, 0.1, 5.6, -0.2, -2.9, 0.3, -1.4, 6.3, 2.5

Continued:
#13 CN(C)/C=C1\Cc2ccccc2C1=O
#14 O=C(NCC(=O)N1CCN(Cc2ccccc2)CC1)c1ccc(Br)o1
#15 Cc1ccc(SC[C@H](Cc2ccccc2)N2CCN(CC(C)C)CCC2=O)cc1
#16 COc1ccc(Cl)cc1-c1n[nH]c(=S)n1C
#17 CC(Sc1ncccn1)C(=O)NC1(C#N)CCCCC1 (configuration not stated)
#18 Cc1ccc(Nc2c([N+](=O)[O-])cc(C(=O)N3CC(=O)Nc4ccccc43)cc2[N+](=O)[O-])c(C)c1

screen / no. | 13 | 14 | 15 | 16 | 17 | 18
AHR act | 17.9 | 3.5 | 0.8 | -2.8 | -0.1 | 6.6
PME-1 inh | -1.1 | -1.2 | x | 3.7 | -2.7 | 14.5
Fam108B counter | -0.5 | -1.4 | x | 1.9 | x | 7.3
MEX-5 binding | -0.7 | 1.3 | 1.1 | 0.4 | x | 0.0
pPAFAH inh | 3.0 | 5.2 | 0.6 | -1.2 | -1.2 | 7.1
BCLXL inh | 1.6 | -3.8 | x | -18.2 | 3.1 | 6.8
MCL1-BIM inh | 6.5 | -3.1 | x | -2.8 | 0.2 | 3.9
GLD-1 RNA inh | 7.2 | 0.6 | 1.3 | 0.3 | 6.8 | -4.2
PAFAH1B2 FP inh | 3.8 | 0.9 | 13.4 | 2.2 | 0.5 | 9.9

#19 CCOC(=O)c1cc2c(=O)n3cccc(C)c3nc2n(Cc2ccco2)c1=NC(=O)c1ccccc1
#20 CC(=O)N1CCc2c(sc(NC(=O)C3CCCN3S(=O)(=O)c3cccs3)c2C(N)=O)C1 (configuration not stated)
#21 O=C(NC1(C(F)(F)F)NC(=O)N(c2ccccc2)C1=O)c1cccs1 (configuration not stated)
#22 CN(C)S(=O)(=O)Nc1ccc2c(c1)Cc1ccccc1-2
#23 COC(=O)C1=CN(c2cccc(C)c2)C=C(C(=O)OC)C1c1cc(OC)c(O)c([N+](=O)[O-])c1
#24 Cn1c(=O)c2c(n(Cc3ccccc3)c1=O)NC(=O)C2CC(=O)O (configuration not stated)
#25 CCOC(=O)C1(CCc2ccccc2)CCN(Cc2nccn2CC)CC1
#26 CCCCNC(=O)NS(=O)(=O)c1ccc(C(=O)OC)o1

screen / no. | 19 | 20 | 21 | 22 | 23 | 24 | 25 | 26
AHR act | -1.2 | 4.8 | 0.5 | 22.2 | 9.5 | 4.6 | 6.1 | 0.0
PME-1 inh | -5.8 | -3.1 | 1.4 | -2.0 | 11.9 | -5.9 | 8.4 | -1.1
Fam108B counter | -5.8 | -1.1 | -0.7 | -3.3 | 7.3 | -0.4 | 4.8 | -3.2
MEX-5 binding | -12.5 | -35.4* | 0.1 | 0.3 | -1.5 | -0.1 | 3.6 | -0.1
pPAFAH inh | 4.4 | 1.4 | -0.1 | 6.7 | 29.2* | 7.1 | 4.9 | 2.0
BCLXL inh | 14.9 | 67.1* | 3.9 | -5.8 | -2.2 | 3.5 | -3.8 | 4.0
MCL1-BIM inh | 13.9 | 64.2* | -6.8 | -4.8 | -2.5 | -5.1 | 4.4 | 9.1
GLD-1 RNA inh | 5.8 | 115.5* | 1.8 | 7.8 | 9.2 | 1.8 | -4.4 | -8.6
PAFAH1B2 FP inh | 0.1&0.1 | 1.9 | 2.1 | 6.1 | 16.3 | -0.1 | -3.6 | 3.1

Compound activity: PubChem, several laboratories
